# U2OS ROS induce = cancer cell ROS induction; U2OS ROS induction, H2DCF-DA fluorescence; 46,000 compounds, 2% hits; ROS induction (% of piperlongumine), % at 10 µM; in the data active = ROS induction above about 79%, passing the limit was not always enough; inconclusive = no clear call, values can overlap the other calls;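 note: 0% = DMSO vehicle median and 100% = reference compound median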
# Starred values were filed as active, the others as inactive; ? = inconclusive.
SMILES,U2OS ROS induce
Cc1ccc(S(=O)(=O)Nc2ccc3c(c2)C(=O)N([C@@H](C)CO)C[C@H](C)[C@@H](CN(C)C(=O)Nc2ccc(C(F)(F)F)cc2)O3)cc1,-5
CCCn1c(=N)c(C(=O)NC)cc2c(=O)n3cc(C)ccc3nc21,-1
Cc1cc(OC(C)C(=O)Nc2sc3c(c2C(N)=O)CCCCCC3)ccc1Cl (centres undefined),-5
C[C@H](CO)N1C[C@H](C)[C@H](CN(C)Cc2ccc(C(=O)Nc3ccccc3N)cc2)Oc2ccc(NC(=O)Nc3ccc(C(F)(F)F)cc3)cc2C1=O,4
Cc1noc(C)c1NC(=O)Nc1ccc2c(c1)CC(=O)N([C@@H](C)CO)C[C@H](C)[C@H](CN(C)C)O2,18
Cc1cc(C)c2c(-n3cccc3)c(C(=O)N3CCC(C)CC3)sc2n1,39
C[C@@H]1CN([C@H](C)CO)C(=O)c2cccc(NC(=O)c3nc4ccccc4s3)c2O[C@H]1CN(C)S(=O)(=O)c1ccc(F)cc1,2
Cc1cc(O)c2c(c1)C(=O)C13C(C2=O)C(=O)C2C(O)C1C1C(O)C3C(=O)C3C(=O)c4c(O)cc(C)cc4C(=O)C321 (centres undefined),1
CC(C)=CCC[C@@H](C)C/C=N/NC(=O)CCCCCC(=O)O,-14
C[C@@H]1CN([C@@H](C)CO)C(=O)CCCn2nncc2CO[C@H]1CN(C)S(C)(=O)=O,2
C[C@H](CO)N1C[C@H](C)[C@H](CN(C)C(=O)NC2CCCC2)Oc2ncc(-c3ccc(F)cc3)cc2C1=O,14
C[C@H]1CN([C@@H](C)CO)C(=O)Cc2cc(NS(=O)(=O)c3ccc(F)cc3)ccc2O[C@H]1CN(C)CC1CCCCC1,14
O=C(NO)c1cccc(C(=O)N/N=C/c2nccs2)c1,-14
O=C(NC(=O)c1ccc(F)c(Cl)c1)Nc1nnc(C(F)(F)F)s1,-6
C[C@@H]1CN([C@@H](C)CO)C(=O)c2cc(NC(=O)Nc3ccccc3)ccc2O[C@@H]1CN(C)C(=O)Nc1ccc(F)cc1,-5
CCCC1CCC(c2ccc(OC(=O)c3ccco3)cc2)CC1 (centres undefined),-2
CC(=O)Nc1ccccc1NC(=O)CN(C)S(=O)(=O)c1ccc(Cl)cc1,-2
COC(=O)C1=CO[C@@H](O[C@@H]2O[C@H](CO)[C@@H](O)[C@H](O)[C@H]2O)C2C1CCC2(C)O (some centres undefined),-7
O=C(O)CC(NC(=O)Nc1ccccc1)c1ccsc1 (centres undefined),-16
O=C(N/N=C/c1ccc(Br)s1)c1ccccn1,-5
C[C@@H]1CN([C@H](C)CO)C(=O)Cc2cc(NS(=O)(=O)c3cccs3)ccc2O[C@@H]1CN(C)C(=O)Nc1ccccc1,0
C[C@@H]1CN([C@H](C)CO)C(=O)c2cccc(NC(=O)Nc3ccc4c(c3)OCO4)c2O[C@H]1CN(C)S(=O)(=O)c1cn(C)cn1,-1
Cn1nc(-c2ccc(OCC(=O)Nc3cccnc3)cc2)c2ccccc2c1=O,-4
C[C@H]1CN([C@@H](C)CO)C(=O)c2cccc(NC(=O)Nc3ccc4c(c3)OCO4)c2O[C@H]1CN(C)S(C)(=O)=O,-5
COC(=O)c1ccc(S(=O)(=O)Nc2ccc(N3CCOCC3)cc2)n1C,-12
C[C@H]1CN([C@@H](C)CO)C(=O)c2cc(NC(=O)c3ccncc3)ccc2O[C@@H]1CN(C)C(=O)Nc1ccc(F)cc1,-18
C[C@H]1CN([C@@H](C)CO)C(=O)Cc2cc(NS(=O)(=O)c3ccc(Cl)cc3)ccc2O[C@@H]1CN(C)C(=O)Nc1ccc2c(c1)OCO2,-3
CCOC(=O)c1cc(S(=O)(=O)NC(C)CC)cn1C (centres undefined),-8
CC(C)NC(=O)Nc1ccc2c(c1)C(=O)N([C@@H](C)CO)C[C@H](C)[C@H](CN(C)S(=O)(=O)c1ccccc1)O2,-9
C[C@H]1CN([C@@H](C)CO)C(=O)Cc2cc(NC(=O)C3CCCCC3)ccc2O[C@@H]1CN(C)C(=O)Nc1ccc(C(F)(F)F)cc1,3
Cc1ccc(NC(=O)CSc2nc(C)c(C)c(=O)[nH]2)cc1,13
CC(=O)O[C@@H]1CC2C(C)(C)C(=O)C3OC3[C@]2(C)C2CC[C@@]3(C)[C@H](c4ccoc4)OC(=O)C4OC43[C@@]21C (some centres undefined),3
CC(C)NC(=O)Nc1ccc2c(c1)C(=O)N([C@@H](C)CO)C[C@H](C)[C@H](CN(C)S(=O)(=O)c1cccs1)O2,-10
COc1ccc(CN(C)C[C@@H]2Oc3ccc(NC(=O)Nc4ccc(C(F)(F)F)cc4)cc3C(=O)N([C@@H](C)CO)C[C@H]2C)cc1,-6
COC(=O)c1cn(-c2ccccc2)nc1-c1cccnc1,2
C[C@@H]1CN([C@H](C)CO)C(=O)c2cccc(NC(=O)C3CCCCC3)c2O[C@H]1CN(C)S(=O)(=O)c1cn(C)cn1,-9

# Copied from the entries so far (14 entries):
SMILES,U2OS ROS induce
Cn1nc(-c2ccc(OCC(=O)Nc3cccnc3)cc2)c2ccccc2c1=O,-4
C[C@H]1CN([C@@H](C)CO)C(=O)c2cccc(NC(=O)Nc3ccc4c(c3)OCO4)c2O[C@H]1CN(C)S(C)(=O)=O,-5
COC(=O)c1ccc(S(=O)(=O)Nc2ccc(N3CCOCC3)cc2)n1C,-12
C[C@H]1CN([C@@H](C)CO)C(=O)c2cc(NC(=O)c3ccncc3)ccc2O[C@@H]1CN(C)C(=O)Nc1ccc(F)cc1,-18
C[C@H]1CN([C@@H](C)CO)C(=O)Cc2cc(NS(=O)(=O)c3ccc(Cl)cc3)ccc2O[C@@H]1CN(C)C(=O)Nc1ccc2c(c1)OCO2,-3
CCOC(=O)c1cc(S(=O)(=O)NC(C)CC)cn1C (centres undefined),-8
CC(C)NC(=O)Nc1ccc2c(c1)C(=O)N([C@@H](C)CO)C[C@H](C)[C@H](CN(C)S(=O)(=O)c1ccccc1)O2,-9
C[C@H]1CN([C@@H](C)CO)C(=O)Cc2cc(NC(=O)C3CCCCC3)ccc2O[C@@H]1CN(C)C(=O)Nc1ccc(C(F)(F)F)cc1,3
Cc1ccc(NC(=O)CSc2nc(C)c(C)c(=O)[nH]2)cc1,13
CC(=O)O[C@@H]1CC2C(C)(C)C(=O)C3OC3[C@]2(C)C2CC[C@@]3(C)[C@H](c4ccoc4)OC(=O)C4OC43[C@@]21C (some centres undefined),3
CC(C)NC(=O)Nc1ccc2c(c1)C(=O)N([C@@H](C)CO)C[C@H](C)[C@H](CN(C)S(=O)(=O)c1cccs1)O2,-10
COc1ccc(CN(C)C[C@@H]2Oc3ccc(NC(=O)Nc4ccc(C(F)(F)F)cc4)cc3C(=O)N([C@@H](C)CO)C[C@H]2C)cc1,-6
COC(=O)c1cn(-c2ccccc2)nc1-c1cccnc1,2
C[C@@H]1CN([C@H](C)CO)C(=O)c2cccc(NC(=O)C3CCCCC3)c2O[C@H]1CN(C)S(=O)(=O)c1cn(C)cn1,-9

# (list continues)
SMILES,U2OS ROS induce
COc1cccc(CN2CCN(C(=S)Nc3ccc(S(N)(=O)=O)cc3)CC2)c1,20
CCCCCCC/C=N/NC(=O)CCCCC(=O)NO,-7
O=C(Cn1ccc([N+](=O)[O-])n1)N1CCCc2ccccc21,-6
C/C=C(/C)C(=O)O[C@@H]1C[C@@H](OC(=O)/C(C)=C\C)[C@](C)(CO)C2C3C(=O)C[C@@H](C)C2[C@]31C,7
COc1ccc(NC(=O)N(C)C[C@@H]2Oc3ccc(NS(=O)(=O)c4cn(C)cn4)cc3C(=O)N([C@H](C)CO)C[C@H]2C)cc1,-11
C[C@H]1CN([C@@H](C)CO)C(=O)Cc2cc(NS(=O)(=O)c3ccccc3)ccc2O[C@H]1CN(C)C(=O)Nc1ccc2c(c1)OCO2,-4
C[C@@H]1CN([C@H](C)CO)C(=O)c2cccc(NC(=O)c3nc4ccccc4s3)c2O[C@H]1CN(C)C(=O)Nc1ccccc1,7
Cc1c(C(=O)N2CCN(c3ccccc3F)CC2)sc2nc3n(c(=O)c12)CCCC3,27
C[C@H]1CN([C@@H](C)CO)C(=O)c2cccc(NC(=O)c3nc4ccccc4s3)c2O[C@@H]1CN(C)Cc1ccncc1,34
C[C@@H]1CN([C@@H](C)CO)C(=O)c2cc(NS(=O)(=O)c3ccc(Cl)cc3)ccc2O[C@H]1CN(C)Cc1ccc(-c2ccccc2)cc1,?
CC(C)NC(=O)N(C)C[C@H]1Oc2ccc(NS(=O)(=O)c3ccc(F)cc3)cc2CC(=O)N([C@@H](C)CO)C[C@@H]1C,-10
Cc1noc(C)c1NC(=O)N(C)C[C@@H]1Oc2ccc(NS(=O)(=O)c3c(C)noc3C)cc2C(=O)N([C@H](C)CO)C[C@@H]1C,-4
Cc1cc(C(=O)Nc2cccc3c2O[C@H](CN(C)Cc2ccccc2)[C@H](C)CN([C@@H](C)CO)C3=O)n(C)n1,1
Cc1ccc(S(=O)(=O)Nc2ccc3c(c2)CC(=O)N([C@H](C)CO)C[C@@H](C)[C@H](CN(C)Cc2ccc(C(=O)Nc4ccccc4N)cc2)O3)cc1,18
Cc1ccc(-c2cc(C)nc(SCC(=O)Nc3ccc(F)cc3)n2)cc1,-1
CC1OC(OC2C(O)C(CO)OC(O[C@H]3CC[C@@]4(C)C(CC[C@]5(C)C4CC=C4C6CC(C)(C)CC[C@]6(C(=O)OC6OCC(OC7OCC(O)C(O)C7O)C(O)C6O)CC[C@]45C)C3(C)C)C2O)C(O)C(OC2OCC(O)(CO)C2O)C1O (some centres undefined),-19
COc1ccc(CN(C)C[C@H]2Oc3ccc(NC(=O)Cn4cnnn4)cc3CC(=O)N([C@@H](C)CO)C[C@@H]2C)cc1,-7
O=C(NCc1ccccn1)C1CCCN(S(=O)(=O)c2ccccc2)C1 (centres undefined),7
C[C@@H]1CN([C@H](C)CO)C(=O)c2cc(NC(=O)Cn3cnnn3)ccc2O[C@@H]1CN(C)CC1CCCCC1,-2
COc1cc(Cc2nccc3cc(OC)c(OC)cc23)c(NC(=O)c2cccc(Br)c2)cc1OC,-9
COc1ccc(CN(C)C[C@H]2Oc3ccc(NC(=O)CCCCCC(=O)Nc4ccccc4N)cc3C(=O)N([C@H](C)CO)C[C@H]2C)cc1,-13
C[C@@H]1CN([C@H](C)CO)C(=O)c2cccc(NC(=O)c3nc4ccccc4s3)c2O[C@H]1CN(C)Cc1ccc(-c2ccccc2)cc1,10
CCn1c(SCC(=O)Nc2ccc(Br)cc2Cl)nnc1-c1cccc([N+](=O)[O-])c1,5
O=C(Nc1ccccc1[N+](=O)[O-])C1Cc2ccccc2CN1S(=O)(=O)c1ccc(F)cc1 (centres undefined),3
Nc1ncnc2c1ncn2CCNCCc1ccccc1,-4
C[C@@H]1CCCCO[C@H](CN(C)S(=O)(=O)c2cccs2)[C@@H](C)CN([C@H](C)CO)C(=O)c2cc(NC(=O)CCC(F)(F)F)ccc2O1,28
COc1ccc(S(=O)(=O)N(C)C[C@@H]2Oc3c(cccc3N(C)C)C(=O)N([C@@H](C)CO)C[C@H]2C)cc1,-10
CC(=O)OC[C@]12[C@H](OC(C)=O)[C@H](OC(C)=O)[C@@H]3[C@@H](OC(C)=O)[C@@]14O[C@@]3(C)COC(=O)c1ncccc1CC[C@H](C)C(=O)O[C@@H]([C@H](O)[C@@H]2OC(=O)c1ccccc1)[C@]4(C)O,?
C[C@@H]1CN([C@@H](C)CO)C(=O)c2cccc(NC(=O)c3ccncc3)c2O[C@@H]1CN(C)Cc1ccc(C(=O)Nc2ccccc2N)cc1,5
COc1ccc(CN(C)C[C@H]2Oc3ccc(NC(=O)Nc4ccc(F)cc4)cc3C(=O)N([C@@H](C)CO)C[C@H]2C)cc1,-4
C[C@H]1CN([C@@H](C)CO)C(=O)Cc2cc(N(C)C)ccc2O[C@H]1CN(C)C(=O)Nc1ccc2c(c1)OCO2,72
COc1cc([N+](=O)[O-])ccc1NC(=O)CS(=O)(=O)Cc1ccccc1,-7
CC1Cc2ccccc2N1S(=O)(=O)c1cc(Br)cnc1N (centres undefined),9
O=C(O)CCC/C=C\C[C@@H]1CO[C@H](C(F)(F)F)O[C@@H]1c1ccccc1O,-4
C[C@@H]1CN([C@@H](C)CO)C(=O)Cc2cc(NS(=O)(=O)c3cccs3)ccc2O[C@@H]1CN(C)Cc1ccc2c(c1)OCO2,7
Cc1ccc(C)c(NC(=O)c2ccc(OCC(=O)Nc3cccc(Cl)c3)cc2)c1,3
C[C@H]1CN([C@@H](C)CO)C(=O)c2cc(NC(=O)Nc3ccccc3)ccc2O[C@H]1CN(C)Cc1ccncc1,-1
O=c1c2ccccc2ncn1CCCOc1ccccc1[N+](=O)[O-],3
CC(=NCc1ccc2c(c1)OCO2)C1=C(O)c2ccccc2C1=O,4
Cc1cc(C(=O)Nc2cccc3c2O[C@H](CN(C)C(=O)Nc2ccc4c(c2)OCO4)[C@H](C)CN([C@H](C)CO)C3=O)n(C)n1,-1
COc1ccccc1NC(=O)N(C)C[C@@H]1OCc2cnnn2CCCC(=O)N([C@H](C)CO)C[C@H]1C,0
C[C@@H]1CCCCO[C@H](CN(C)Cc2ccc(C(F)(F)F)cc2)[C@@H](C)CN([C@H](C)CO)C(=O)c2cc(NS(C)(=O)=O)ccc2O1,-3
Cc1nnc(SCC(=O)Nc2cccc(I)c2)s1,-6
CC(Oc1ccc(F)cc1)C(=O)NCCN1CCOCC1 (centres undefined),-16
COc1ccc(CCC(=O)O)c(O[C@@H]2O[C@H](CO)[C@@H](O)[C@H](O)[C@H]2O)c1,60
CC(C)NC(=O)N(C)C[C@H]1Oc2ccc(NC(=O)Nc3ccc(C(F)(F)F)cc3)cc2CC(=O)N([C@@H](C)CO)C[C@@H]1C,-10
Cc1noc(C)c1S(=O)(=O)Nc1ccc2c(c1)C(=O)N([C@@H](C)CO)C[C@@H](C)[C@H](CN(C)Cc1ccc(-c3ccccc3)cc1)O2,50
Cc1noc(C)c1NC(=O)Nc1cccc2c1O[C@@H](CN(C)Cc1ccc3c(c1)OCO3)[C@H](C)CN([C@H](C)CO)C2=O,5
Cc1noc(C)c1NC(=O)Nc1ccc2c(c1)CC(=O)N([C@H](C)CO)C[C@H](C)[C@H](CN(C)C(=O)Nc1ccccc1)O2,-2
CN(C)CCN(Cc1ccc(Cl)cc1)c1ccccn1,-7
C[C@@H]1CN([C@H](C)CO)C(=O)c2cc(NC(=O)Cc3cn(C)c4ccccc34)ccc2O[C@H]1CN(C)S(C)(=O)=O,-4

# This is a subset (hit frequency here may not be typical).
